CHOP UPR activ: apoptotic UPR (CHOP) activation; AID 449763; actives 0.34% (n = 330,000); CHO-CHOP luciferase reporter, luminescence; percent of tunicamycin response over DMSO baseline; activation, % at 10 µM;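 active = at 10 µM dose, activation of 40% or more, normalized to positive control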;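 note: 100% = tunicamycin at 10 µg/mL and 0% = DMSO alone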
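Material: CHO-CHOP cells, stable luciferase reporter of PERK-eIF2a-CHOP signalling; quantity: 500 reporter cells seeded per well; buffer or medium: F12 medium containing 10% fetal bovine serum; compound: one dose, 10 µM in 0.5% DMSO; incubation: 6 h compound treatment, 37 °C; measured by: Steady-Glo luciferase luminescence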
Mdm2-MdmX inh: human Mdm2/MdmX binding inhibition | SaOS-2 split-luciferase Mdm2/MdmX complementation, luminescence | AID 485346 | O15151+Q00987 | inhibition, % at 8 µM | actives 3% (n = 330,000);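 active = inhibition of at least 50% at 8 µM in the primary screen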
Target sequence (O15151 whole entry, looked up): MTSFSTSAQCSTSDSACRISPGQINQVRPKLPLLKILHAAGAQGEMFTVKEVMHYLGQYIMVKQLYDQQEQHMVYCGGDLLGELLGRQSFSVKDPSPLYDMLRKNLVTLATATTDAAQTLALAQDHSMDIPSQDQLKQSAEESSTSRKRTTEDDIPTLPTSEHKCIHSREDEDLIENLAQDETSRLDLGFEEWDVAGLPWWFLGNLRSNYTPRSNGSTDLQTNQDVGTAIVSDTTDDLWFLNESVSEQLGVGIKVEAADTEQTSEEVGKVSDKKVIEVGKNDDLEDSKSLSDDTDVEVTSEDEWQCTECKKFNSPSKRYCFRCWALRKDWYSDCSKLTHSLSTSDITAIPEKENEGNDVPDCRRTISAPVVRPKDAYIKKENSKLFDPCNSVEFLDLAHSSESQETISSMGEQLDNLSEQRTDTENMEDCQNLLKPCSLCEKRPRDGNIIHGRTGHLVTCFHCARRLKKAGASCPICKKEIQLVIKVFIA
Target sequence (Q00987 whole entry, looked up): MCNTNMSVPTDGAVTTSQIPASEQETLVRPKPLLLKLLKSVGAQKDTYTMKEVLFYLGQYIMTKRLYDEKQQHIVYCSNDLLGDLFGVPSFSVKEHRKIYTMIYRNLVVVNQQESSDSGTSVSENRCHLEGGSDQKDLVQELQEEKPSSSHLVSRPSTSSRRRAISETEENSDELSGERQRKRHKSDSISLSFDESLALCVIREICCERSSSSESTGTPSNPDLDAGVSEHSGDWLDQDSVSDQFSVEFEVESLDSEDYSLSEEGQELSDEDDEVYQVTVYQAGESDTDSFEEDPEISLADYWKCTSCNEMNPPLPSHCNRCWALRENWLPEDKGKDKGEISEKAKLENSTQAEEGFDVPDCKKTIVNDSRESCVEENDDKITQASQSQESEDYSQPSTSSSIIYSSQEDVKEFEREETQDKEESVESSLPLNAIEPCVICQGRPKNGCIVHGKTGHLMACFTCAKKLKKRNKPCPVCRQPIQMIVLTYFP
EBI2 antag: blocks human EBI2 receptor beta-arrestin signaling | P32249 | EBI2 beta-arrestin recruitment, luminescence, 7a,25-OHC stimulated | inhibition, % at 5 µM | actives 0.81% (n = 360,000) | AID 651636; in the data active = inhibition above about 38%;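 note: enzyme fragment complementation signal reports receptor beta-arrestin coupling in cells; 0% = agonist plus DMSO wells and 100% = wells without agonist; some results beyond the cut were filed as inactive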
UPR XBP1 act: adaptive UPR (XBP1) activation. CHO-XBP1 luciferase reporter, IRE1-XBP1 UPR activation, luminescence; percent of tunicamycin response, DMSO as zero. activation, % at 20 µM. actives 0.33% (n = 330,000). AID 463104;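 active = versus positive control, 20 µM dose yields 30% or more activation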;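 note: 100% = tunicamycin at 10 µg/mL and 0% = DMSO only wells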
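Test system: CHO-XBP1 luciferase reporter cells | Buffer or medium: Serum-containing F12 medium, 10% FBS | Schedule: 6 h compound exposure at 37 °C, 5% CO2 | Detection: Steady-Glo luciferase glow luminescence, 10 min after reagent addition | Read-out basis: Activation, % of tunicamycin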
CCR6 antagonist: blocks CCL20-driven beta-arrestin recruitment at human CCR6 | inhibition, % at 20 µM | actives 0.49% (n = 340,000) | P51684 | CHO-K1 CCR6 PathHunter beta-arrestin, luminescence, CCL20-stimulated | AID 493098;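 active = compounds whose inhibition of the agonist-driven luminescence signal at 20 µM reaches about 50%, limit read from the data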;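 note: cells stimulated with CCL20 at 14 nM final; plate controls were DMSO with CCL20 for no effect and DMSO without agonist for full effect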
Jurkat NFkB inh: inhibitors of the PMA/ionomycin-induced NF-kB reporter in Jurkat cells. PMA/ionomycin-induced NF-kB luciferase reporter, luminescence. inhibition, % at 4 µM. actives 0.53% (n = 330,000); in the data active = inhibition above about 50%
Gli-Sufu block: Gli-Sufu pathway antagonism; Sufu-KO-LIGHT fibroblasts, Gli luciferase reporter luminescence; inhibition, % at 5 µM; actives 0.74% (n = 340,000); AID 588413;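 active = inhibition above about 55%, limit read from the data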;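 note: 0% = DMSO-treated cells and 100% = wells with medium but no cells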
CXCR6 block: blocks human CXCR6 beta-arrestin recruitment; inhibition, % at 20 µM; AID 602244; O00574; CHO-K1 PathHunter CXCR6 beta-arrestin, luminescence; actives 0.36% (n = 360,000); in the data active = inhibition above about 34%, passing the limit was not always enough;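 note: antagonist mode with CXCL16 agonist at 10 nM final; 0% = 10 nM CXCL16 with DMSO and 100% = unstimulated wells without agonist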
697 NFkB inh: inhibitors of the PMA/ionomycin-induced NF-kB reporter in 697 B cells; actives 0.33% (n = 330,000); inhibition, % at 4 µM; AID 435022; 697 B-cell NF-kB luciferase reporter, 16 h; in the data active = inhibition above about 35%
Active calls of the source: *; / = not tested or not shown.

SMILES	CHOP UPR activ	Mdm2-MdmX inh	EBI2 antag	UPR XBP1 act	CCR6 antagonist	Jurkat NFkB inh	Gli-Sufu block	CXCR6 block	697 NFkB inh
COc1ccc(N2CCN(S(=O)(=O)CCNC(=O)/C=C/c3ccc4c(c3)OCO4)CC2)cc1	0.4	19	13	1	1	-10	-3	-8	-12
COc1ccc(NC(=O)c2ccc3c(=O)n(-c4ccc(OC)cc4OC)c(=S)[nH]c3c2)c(OC)c1	-0.1	17	-2	-3	17	8	5	12	26
CCOc1ccc(/C=N/NC(=S)NC2CC3CCC2C3)cc1 (configuration not stated)	0.1	6	26	5	24	-4	-7	10	-17
CCN1CCN(c2oc(-c3ccco3)nc2C#N)CC1	0.8	4	-2	-3	6	11	0	7	14
Cc1nc(NCCc2ccccc2)c2nnn(Cc3ccccc3)c2n1	0.2	12	-4	-4	11	4	4	3	9
O=c1oc2cc(O)ccc2cc1-c1nc2c(s1)CCc1ccccc1-2	/	/	-12	/	-91	/	-1	-76	/
O=C(NCc1ccccc1)c1ccc(Cl)c(S(=O)(=O)N2CCCC2)c1	1.5	-28	4	6	3	0	-7	4	6
COC(OC)c1ccnc(-c2ccc(OC(=O)c3ccc(F)cc3)cc2)n1	1.3	13	3	4	-3	-7	0	2	-1
O=C(N/C(=C/c1cccc([N+](=O)[O-])c1)C(=O)N1CCCCC1)c1cccs1	3.0	-22	-11	-1	5	-3	4	0	-24
Cc1nc(NC(=O)c2ccccc2)sc1-c1csc(Nc2ccc(F)cc2)n1	-0.8	-11	/	-1	/	-11	/	/	-21
COc1ccc(CN2CCN(Cc3ccc(C)cc3)CC2)c(OC)c1	0.8	-4	3	-2	7	-9	19	0	9
Cc1cccc(C)c1OCC(=O)N=Nc1c(O)[nH]c2ccc(Br)cc12	0.6	-7	21	24	-8	-5	8	3	16
Cc1ccc(-c2cnc(-c3ccncc3)o2)cc1	6.6	-15	1	8	9	-82	-74	3	-27
COc1cc(NC(=O)c2cc(C(C)C)on2)c(OC)cc1Cl	0.1	-10	22	-3	16	3	8	1	13
NNc1nc(-c2ccccc2)cc(-c2ccccc2O)n1	0.0	45	42	2	85*	-9	-3	79*	30
O=C1CCCC(O)=C1N=Nc1cccc(S(=O)(=O)N2CCOCC2)c1	-0.4	12	5	-1	23	-2	1	29	11
Cc1cccc(NC(=O)CSc2nc3ccccc3c(=O)n2C)c1	-0.3	11	-9	-1	2	12	43	0	-52
Cc1ccc(C)c(N2CCN(C(=O)c3ccc(CS(=O)Cc4cccc(Cl)c4)o3)CC2)c1 (configuration not stated)	1.2	26	7	-9	8	-13	-14	-9	-19
C=CCN(C(=O)C1CC(=O)N(C2CCCC2)C1)c1nc(-c2ccc(S(C)(=O)=O)cc2)cs1 (configuration not stated)	5.9	-40	-22	-2	-7	-59	9	-6	-13
CCOc1ccc(Cc2nc(C)c(CC(=O)N3CCOCC3)c(=O)[nH]2)cc1	-1.6	9	-5	-4	4	-4	-5	-5	13
CN1CCC(=NNC(=O)CN(c2cccc(Br)c2)S(C)(=O)=O)CC1	0.0	-11	-6	-1	11	-3	-9	-5	17
O=S(=O)(c1cccc(-c2nnc(SCc3nc4ccccc4s3)o2)c1)N1CCOCC1	5.7	-17	22	3	-1	-46	-17	-4	-52
COc1ccc(C(=O)NNC(=O)CCC(=O)Nc2ccc(C)cc2C)cc1	0.6	6	-18	0	-15	14	4	-13	3
COc1ccc(CNC(=O)c2cccc(NC3=NC4CS(=O)(=O)CC4S3)c2)cc1 (configuration not stated)	-1.0	-2	-5	0	-3	3	-5	-7	15
COc1ccc2[nH]c(=O)c(CN(CCO)C(=O)NCc3ccccc3)cc2c1	-0.9	-6	-4	-7	0	0	2	-4	13

Next part.
SMILES	CHOP UPR activ	Mdm2-MdmX inh	EBI2 antag	UPR XBP1 act	CCR6 antagonist	Jurkat NFkB inh	Gli-Sufu block	CXCR6 block	697 NFkB inh
O=c1cc(Cn2nnc(-c3ccc(Cl)cc3)n2)nc2sccn12	0.3	8	-1	-1	-16	12	8	-3	19
Cn1c(-c2ccc(F)cc2)cnc1NCc1cccc(F)c1	0.9	13	11	-1	19	0	3	12	-34
CC1(C)CC(=O)C=C(Nc2ccccc2O)C1	-2.1	8	-2	2	2	7	-1	4	2
Cc1ccc(-n2nc3c(=O)n(CCCC(=O)NCC(C)c4ccccc4)nc(C)c3c2C)cc1 (configuration not stated)	0.3	38	-7	4	17	24	8	5	13
CC(=O)Nc1ccc(NC(=O)c2c(C)nn(Cc3ccccc3)c2Cl)cc1	-0.1	-9	-6	-3	2	7	-6	4	-18
COc1ccc(N2CC(C(=O)Nc3ccc(S(=O)(=O)N4CCOCC4)cc3)CC2=O)cc1 (configuration not stated)	1.1	-11	36	-3	-10	20	-1	10	23
Cc1nc(-c2ccc(O)c(O)c2)cs1	12	5	-8	7	-1	-17	25	3	-27
COc1ccc(C(=O)C2CCN(C(=O)c3ccc(C)cc3)CC2)cc1	-0.1	17	53*	-1	-9	8	6	3	-3
O=C(CSCC(=O)NN=Cc1ccccc1O)NN=Cc1ccccc1O	/	/	6	/	-7	/	11	0	/
Cc1[nH]nc(SCC(=O)N2CCOCC2)c1[N+](=O)[O-]	0.5	4	1	0	-10	-1	-7	-8	4
CC1CCCC(C)N1C(=O)COC(=O)CCC1CCCC1 (configuration not stated)	1.7	21	2	4	3	15	-15	-7	13
NS(=O)(=O)c1ccc(NS(=O)(=O)c2cccs2)cc1	-1.2	10	-17	1	5	-3	-12	-6	-3
Cc1cc(C(=O)CSc2nnc(-c3ccccc3)o2)c(C)n1CC1COc2ccccc2O1 (configuration not stated)	0.1	27	16	-4	5	-8	-73	8	9
CCN(CC)CCNC(=O)C(=O)NCC1OCCN1S(=O)(=O)c1ccc2c(c1)OCCO2 (configuration not stated)	-0.8	-6	-5	-2	5	-19	6	2	4
Cc1cc(C)cc(N(CC(=O)NCc2cccnc2)S(C)(=O)=O)c1	2.2	16	-1	-1	14	10	-4	-1	2
O=C(O)CCCCCCCCc1cn(CCc2c[nH]c3ccccc23)nn1	0.0	-11	-16	-1	-6	-4	-7	8	-21
O=C(CSc1nc2ccccc2o1)N/N=C/c1ccccc1	2.9	-68	6	2	0	-97	-12	5	-21
Cc1cc(C)cc(NC(=O)C2CCCN2S(=O)(=O)c2cccc3cccnc23)c1 (configuration not stated)	1.8	6	-5	0	18	-19	1	6	-79
O=C(Nc1ccc(F)cc1)C1CC2CCC1C2 (configuration not stated)	-0.6	-24	3	-2	20	-2	1	-4	-7
CCCNC(=S)N1CCC(C(=O)c2ccc(OC)cc2)CC1	-1.4	10	2	-1	7	2	-3	-4	-4
COC(=O)[C@]1(Cc2ccccc2)N[C@H](CN(C)C(=O)Nc2ccc(Cl)cc2)[C@@H]2C(=O)N(C)C(=O)[C@@H]21	2.0	19	-16	2	6	-12	-38	-4	7
O=C(c1ccco1)N1CCN(C(=S)Nc2ccc(F)cc2)CC1	0.7	22	-2	-2	-5	-7	11	-8	-2
Cc1nn(-c2ccccc2)c(C)c1NC(=O)COC(=O)/C=C/c1ccccc1	0.6	-21	4	-2	1	21	-6	0	-17
N#CCNC1CC(=O)N(c2ccccc2)C1=O (configuration not stated)	0.9	7	-6	-5	-1	2	1	-2	5
Cc1ccc(/C=N/N2CCN(c3ccncc3S(=O)(=O)N3CCCCC3)CC2)cc1	-0.1	10	13	-1	7	9	9	-5	12

Record cards, from the list above. Values in the order: CHOP UPR activ | Mdm2-MdmX inh | EBI2 antag | UPR XBP1 act | CCR6 antagonist | Jurkat NFkB inh | Gli-Sufu block | CXCR6 block | 697 NFkB inh
Cc1cccc(NC(=O)CSc2nc3ccccc3c(=O)n2C)c1 across the screens: -0.3 | 11 | -9 | -1 | 2 | 12 | 43 | 0 | -52
Cc1[nH]nc(SCC(=O)N2CCOCC2)c1[N+](=O)[O-] across the screens: 0.5 | 4 | 1 | 0 | -10 | -1 | -7 | -8 | 4
CCCNC(=S)N1CCC(C(=O)c2ccc(OC)cc2)CC1 across the screens: -1.4 | 10 | 2 | -1 | 7 | 2 | -3 | -4 | -4
CCN(CC)CCNC(=O)C(=O)NCC1OCCN1S(=O)(=O)c1ccc2c(c1)OCCO2 (configuration not stated) across the screens: -0.8 | -6 | -5 | -2 | 5 | -19 | 6 | 2 | 4
O=C(N/C(=C/c1cccc([N+](=O)[O-])c1)C(=O)N1CCCCC1)c1cccs1 across the screens: 3.0 | -22 | -11 | -1 | 5 | -3 | 4 | 0 | -24

(next part)
SMILES	CHOP UPR activ	Mdm2-MdmX inh	EBI2 antag	UPR XBP1 act	CCR6 antagonist	Jurkat NFkB inh	Gli-Sufu block	CXCR6 block	697 NFkB inh
CCN(CC)c1ccc(C=C2C(=O)OC(C)(C(C)(C)C)OC2=O)cc1 (configuration not stated)	-1.1	12	-12	-3	5	2	-1	-7	15
O=C1C2C3C=CC(CC3)C2C(=O)N1c1ccc(F)cc1 (configuration not stated)	-0.1	19	-3	-3	3	-2	13	-4	6
O=C(CSc1nnc(-c2cccc(S(=O)(=O)N3CCCC3)c2)n1-c1ccccc1)Nc1ccc(C(=O)O)cc1	-1.2	-10	-6	-2	11	-7	-1	-9	-15
CC(=O)Nc1ccc(/C=N/Nc2nc3ccccc3s2)cc1	/	/	16	/	5	/	-107	-7	/
Cc1cc(=S)[nH]c(=S)[nH]1	-1.2	15	2	-2	14	2	4	11	21
Cc1nc(-c2ccc(C(=O)NCCO)cc2)cs1	4.0	-19	4	2	2	-31	-8	-6	-4
Cc1ccc(-n2c(-c3ccco3)nc3c(cnn3-c3ccccc3C)c2=O)cc1	-2.6	16	10	-1	10	-11	2	6	-13
COc1ccccc1NC(=O)c1ccccc1NS(=O)(=O)N1CCCC1	0.2	-9	-10	-1	-4	4	9	-4	18
Cc1ccc(C(=O)NCCOc2ccc(Cl)cc2)cc1	3.5	-31	51*	4	5	-27	-13	2	-13
O=C(Oc1ccccc1/C=C\C(=O)c1cc2ccccc2o1)c1ccccc1	73*	-46	48*	27	37	-99	8	19	-76
S=C(NCCCc1ccccc1)Nc1ccc(Cl)cc1	1.3	10	9	2	11	4	5	-23	-11
O=C(Nc1ccccc1F)N(Cc1ccc(F)cc1)Cc1nc2ccccc2c(=O)[nH]1	0.1	13	9	2	4	8	-9	-4	14
CCc1ccccc1NC(=S)NC1CC2CCCC(C1)N2Cc1cccs1 (configuration not stated)	-0.7	13	6	-5	19	4	7	-3	9
COC(=O)C1=C(C)N(C)C(=O)/C1=C\c1ccco1	-0.6	25	1	-2	9	9	5	10	0
O=C(Oc1coc(CSc2ncccn2)cc1=O)c1ccccc1[N+](=O)[O-]	5.6	11	-5	-1	3	16	2	-8	0
O=C(Cn1ccc([N+](=O)[O-])n1)NCc1cccnc1	1.5	7	2	1	14	9	2	-1	5
Cc1ccc(S(=O)(=O)N2CCCC2)cc1C(=O)N1CCC(C)CC1	1.4	9	-10	-5	5	3	-4	3	-4
Clc1ccc(Nc2ncnc3c2nnn3Cc2ccccc2)cc1	0.9	0	3	3	-7	4	3	-1	-3
COc1ccc2oc3ccccc3c(=O)c2c1	5.3	-8	-6	7	-5	-91	-34	3	-50
O=Cc1nc(-c2ccc(Cl)cc2)n2ccccc12	0.8	-11	-9	-1	-1	2	4	6	9
N#Cc1cc(Oc2cccc3cccnc23)c(-n2nnc3ccccc32)cc1C#N	0.3	62*	79*	-1	11	0	/	-5	-45
O=C(Cn1ccsc1=NC(=O)c1ccco1)c1ccccc1	0.2	-18	0	1	0	-15	-9	-2	-12

Source: PubChem BioAssay (Sanford-Burnham Center for Chemical Genomics)
